MrgX1 antag = blocks BAM8-22 activation of human MrgX1 receptor. Q96LB2. MRGX1-HEK293 calcium flux, Fluo-4, BAM8-22 antagonism; stronger effect = lower value. AID 588676. actives 1.3% (n = 310,000). B-score at 10 µM;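 active means calcium-response B-score plate-corrected more than 3 library SD below zero, starting fluorescence within 5 deviations, no agonist response on first addition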;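 further: peak minus trough fluorescence over baseline after final BAM8-22 challenge near maximal dose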
TRPC6 inhibitor = blocks the mouse TRPC6 cation channel | HEK293-TRPC6, membrane potential dye, ACh-evoked depolarization; stronger effect = lower value | B-score at 10 µM | actives 1.1% (n = 310,000) | AID 2553;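 active means B-score under library mean minus 3 SD, initial fluorescence not abnormally high, positive integrated signal ratio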;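 further: B-score derived from integrated fluorescence ratio over the kinetic read; more negative B-score means stronger inhibition of depolarization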
HIF activator = HIF pathway transcriptional activation; AID 1910; U2OS HRE-luciferase reporter, luminescence; normalized: DMSO 0%, desferrioxamine 100%; activation, % at 7.5 µM (by protocol); actives 0.32% (n = 300,000);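 active means mean activation of at least 10% of the iron chelator positive control signal, with at least half of replicates also reaching 10%; inconclusive means mean and replicate majority disagree about reaching 10%; inactive means mean and most replicates under 10%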
SKKanGAS inh = SKKanGAS growth inhibition; S. pyogenes SKKanGAS, kanamycin growth, BacTiter-Glo, 6 h; inhibition, % at 7.5 µM; actives 1.3% (n = 300,000); AID 1662;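 active means mean replicate score, as percent of positive control median, at least 50; inconclusive means mean below 50 but one replicate at or above 50; inactive means mean and every replicate below 50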;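 further: strain carries kanamycin resistance gene driven by streptokinase promoter and grows in 40 µg/ml kanamycin; loss of luminescence reflects streptokinase promoter inhibition or plain growth inhibition; 0% = median of DMSO wells and 100% = positive control at its reference dose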
RGS4 act = potentiators or activators of RGS4; HEK293 M3R/inducible RGS4, carbachol calcium flux Fluo4; stronger effect = lower value; B-score at 10 µM; actives 0.92% (n = 310,000);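 active means B-score of the integrated calcium signal more than 4 SD below the library mean, with starting fluorescence not abnormally high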;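 further: negative B-score means reduced calcium response which marks RGS4 activation or potentiation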
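Test system: HEK293 cells with stable M3R and inducible RGS4; also added: carbachol at ECmax as muscarinic agonist stimulus; schedule: dye loading 30 min 37 °C, buffer rest 30 min RT; technique: kinetic calcium fluorescence imaging with Fluo4-AM dye, 2 µM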
TRPC6 activator = activators of mouse TRPC6 channel; HEK293-TRPC6 membrane potential dye fluorescence; stronger effect = higher value; B-score at 10 µM; Q61143; AID 2550; actives 0.13% (n = 310,000);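 active means B-score of the integrated fluorescence ratio above library mean plus 3 SD, and starting fluorescence ratio within library mean plus 5 SD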;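 further: higher score means more depolarization so channel activation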
MrgX1 agonist = activates human MrgX1 receptor signaling; AID 588627; MrgX1-HEK293 cells, Fluo-4 calcium fluorescence, agonist mode; stronger effect = higher value; Q96LB2; B-score at 10 µM; actives 0.44% (n = 310,000);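 active means calcium response B-score plate-corrected fluorescence ratio at least 3 library SD, with starting fluorescence B-score inside 5 SD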
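Material: HEK293 cells stably expressing human MrgX1 receptor | Quantity: 15,000 cells per well | Times: Cells plated overnight, dye loaded 0.5 h 37 °C, 0.5 h room temperature | Measured by: Kinetic Fluo-4 NW fluorescence of intracellular calcium | Control set: Positive and negative controls per plate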
Platelet DG rel = platelet dense granule release activity; actives 0.22% (n = 300,000); inhibition, %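 (compounds screened at 7.5 µM in platelet-rich plasma)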; human platelet-rich plasma, SFLLRN dense granule ATP release, luminescence;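 active means mean replicate score, as percent of positive control, at or above 50; inconclusive means mean below 50 but at least one replicate at or above 50; inactive means mean and every replicate below 50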
TRPC4 block = blocks the mouse TRPC4 cation channel; Q9QUQ5; HEK293 TRPC4beta/mu-opioid, DAMGO-evoked Fluo4 calcium flux; stronger effect = lower value; B-score at 10 µM; actives 0.39% (n = 300,000);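 active means B-score over 3 SD under the library average, no early fluorescence shift, positive overall ratio signal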
Target sequence (Q9QUQ5 whole entry, looked up): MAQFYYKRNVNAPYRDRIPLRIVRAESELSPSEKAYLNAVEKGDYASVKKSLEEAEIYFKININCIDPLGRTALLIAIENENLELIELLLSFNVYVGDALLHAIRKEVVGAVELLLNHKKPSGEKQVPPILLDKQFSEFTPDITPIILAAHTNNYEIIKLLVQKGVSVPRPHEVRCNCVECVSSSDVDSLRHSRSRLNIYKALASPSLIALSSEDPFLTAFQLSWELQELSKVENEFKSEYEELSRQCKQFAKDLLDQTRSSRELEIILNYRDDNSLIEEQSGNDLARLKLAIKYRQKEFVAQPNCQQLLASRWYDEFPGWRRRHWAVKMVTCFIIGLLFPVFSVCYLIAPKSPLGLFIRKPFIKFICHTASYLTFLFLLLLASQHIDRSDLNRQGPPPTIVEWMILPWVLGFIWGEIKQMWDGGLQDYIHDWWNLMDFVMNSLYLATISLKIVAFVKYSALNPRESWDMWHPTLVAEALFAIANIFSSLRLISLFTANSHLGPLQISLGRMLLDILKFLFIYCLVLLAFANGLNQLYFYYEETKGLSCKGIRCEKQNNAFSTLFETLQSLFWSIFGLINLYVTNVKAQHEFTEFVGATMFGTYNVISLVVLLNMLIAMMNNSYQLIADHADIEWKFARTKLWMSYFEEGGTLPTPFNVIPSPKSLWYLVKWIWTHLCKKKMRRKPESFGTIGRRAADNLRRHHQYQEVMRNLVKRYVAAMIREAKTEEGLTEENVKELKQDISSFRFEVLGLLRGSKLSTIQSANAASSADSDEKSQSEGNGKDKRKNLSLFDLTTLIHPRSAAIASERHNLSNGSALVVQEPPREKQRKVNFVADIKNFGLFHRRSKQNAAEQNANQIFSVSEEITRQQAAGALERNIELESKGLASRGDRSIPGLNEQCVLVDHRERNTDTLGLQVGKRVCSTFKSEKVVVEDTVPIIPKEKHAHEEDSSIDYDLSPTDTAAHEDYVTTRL
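Assay system: HEK293 cells with stable TRPC4beta plus mu-opioid receptor expression. Dosing: single dose. Measured by: Fluo4 Ca2+ flux fluorescence. Also added: DAMGO in two steps, submaximal then maximal. Read-out: B score from integrated Fluo4 fluorescence ratio.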
RGS4 inh = human RGS4 inhibition; P49798; HEK293 M3R/RGS4 inducible, Fluo-4 calcium flux; stronger effect = higher value; triggered by carbachol at its EC20; B-score at 10 µM; actives 0.45% (n = 310,000); AID 463165;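 active means B-score, a plate-corrected calcium signal, over three deviations above library mean, with baseline fluorescence within five deviations of library mean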;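 further: RGS4 expression induced by doxycycline in cells with stable M3 receptor; B-score is computed from the integrated fluorescence ratio over baseline after carbachol; higher B-score means a larger calcium signal and so more RGS4 inhibition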
MrgX1 PAM = allosterically activates human MrgX1 receptor signaling; MrgX1-HEK293, Fluo-4 calcium flux, FDSS; stronger effect = higher value; AID 588675; B-score at 10 µM; Q96LB2; actives 0.63% (n = 310,000);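 active means plate-corrected calcium response at least 3 library SD above typical, normal starting fluorescence, not activating the receptor alone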;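 further: compound read alongside a low EC10 to EC30 dose of BAM8-22 agonist; peak minus trough fluorescence over baseline measured at the second addition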
* marks the source's active call; other numbers are inactive results; i = inactive; ? = inconclusive; · = not tested or not shown.

item	Molecule	SKKanGAS inh	TRPC4 block	MrgX1 antag	HIF activator	RGS4 act	RGS4 inh	MrgX1 agonist	TRPC6 activator	TRPC6 inhibitor	MrgX1 PAM	Platelet DG rel
1	CCCCCN(C(=O)CCC(=O)OCc1ccccc1C)c1c(N)n(CCCC)c(=O)[nH]c1=O	1	i	i	-0.3	i	i	i	i	i	i	4
2	CCN(CC)C(=O)CCC(=O)Nc1ccc(C(=O)OC)cc1	-3	i	i	-0.2	i	i	i	i	i	i	2
3	Fc1cccc(Cl)c1CN1CCN(c2nc3ccccc3s2)CC1	32	i	i	2.9	i	i	31*	i	i	i	6
4	CCCS(=O)(=O)N1CCN(C(=O)COc2ccc(OC)cc2)CC1	1	i	i	-0.1	i	i	i	i	i	i	-4
5	O=C(COC(=O)CCc1nc2ccccc2c(=O)[nH]1)NC(=O)NC1CCCC1	0	i	i	-0.3	i	i	i	i	i	i	1
6	CCOc1ccc(CN(C)CC(=O)Nc2cccc(S(=O)(=O)N(C)c3ccccc3)c2)cc1	-5	i	i	-0.4	i	i	i	i	i	i	-1
7	CC(OC(=O)C1CCCCC1)C(=O)Nc1cccc(Cl)c1 (configuration not stated)	-5	i	i	-0.3	i	i	i	i	i	i	-1
8	CC(C)NC(=O)CNc1ccc(C(F)(F)F)cc1[N+](=O)[O-]	4	i	i	-0.8	i	i	i	i	i	i	7
9	COc1ccccc1OCC(=O)OCn1c(SC)nnc(C)c1=O	3	i	i	0.1	i	i	i	i	i	i	-8
10	CC1CCCCN1CCNC(=O)C1CCCN(S(=O)(=O)c2cccc3nsnc23)C1 (configuration not stated)	-7	i	i	0.2	i	i	i	i	i	i	-5
11	O=C(COC(=O)C12CC3CC(CC(O)(C3)C1)C2)NC(=O)NCc1ccco1	1	i	i	-0.1	i	i	i	i	i	i	-10
12	Cc1ccccc1NC(=O)OCc1cccnc1Sc1ccc(Cl)cc1	3	i	i	0.1	i	i	i	i	i	i	1
13	COc1cccc(NC(=S)Nc2cccc3ccccc23)c1	2	i	i	4.1	i	i	i	i	i	i	8
14	Cc1cc(NC(=O)/C(C#N)=C/c2ccc(-c3ccc(SC(F)F)cc3)o2)n(-c2ccccc2)n1	0	i	i	0.2	i	i	i	i	i	i	0
15	Cc1c(O)cc2c(c1O)C(=O)CC(c1ccc(O)cc1)O2 (configuration not stated)	6	i	i	-0.3	i	i	i	i	i	i	1
16	CCOC(=O)C1C(=O)CC(C)(O)C(C(=O)OCC)C1c1ccc([N+](=O)[O-])cc1 (configuration not stated)	-2	i	i	0.1	i	i	i	i	i	i	0
17	O=C1C2CCC(C(O)C2)N1Cc1ccccc1 (configuration not stated)	-4	i	i	-0.6	i	i	i	i	i	i	2
18	CCN1CCc2c(sc(NC(=O)CN3C(=O)c4ccccc4C3=O)c2C(N)=O)C1	-4	i	i	-0.9	i	i	i	i	i	i	2
19	Cc1ccc(NC(=O)c2ccc([N+](=O)[O-])o2)c(C)c1	2	i	i	1.6	i	i	i	i	i	i	-3
20	CCN(CCN(C)C)C(=O)C1CCN(S(=O)(=O)c2c(C)noc2/C=C/c2ccccc2F)CC1	10	i	i	?	i	i	i	i	i	i	7
21	O=C(O)CCC(NC(=O)c1cncc(O)c1)C(=O)O (configuration not stated)	5	i	i	-0.2	i	i	i	i	i	i	3
22	Cc1cc2c(C)nc(-c3ccccc3)nc2o1	-5	i	i	-0.3	i	i	i	i	i	i	2
23	CC1(C)OC(=O)CC1C(=O)NCc1ccccc1 (configuration not stated)	-6	i	i	-0.1	i	i	i	i	i	i	-1
24	O=C(COc1ccc(Cl)cc1)NCCNC(=O)c1ccccn1	0	i	i	0.5	i	i	i	i	i	i	-14
25	Cc1ccccc1C(=O)Oc1cccc2c(O)cccc12	9	i	i	-0.5	i	i	i	i	i	i	-2
26	Fc1ccccc1N1CCN(C2CCN(Cc3c[nH]c4ccccc34)CC2)CC1	-1	i	i	-0.3	i	i	i	i	-5.2*	i	-1
27	Cc1[nH]n(-c2ccccc2)c(=O)c1Sc1ccc(Cl)cc1	-1	i	i	-0.2	i	i	i	i	i	i	0
28	O=C(COC(=O)c1cccnc1Cl)NCc1ccc2c(c1)OCO2	-3	i	i	-0.7	i	i	i	i	i	i	9
29	CCC1CC(/C(C)=N/NC(N)=O)OC1=O (configuration not stated)	-3	i	i	0.4	i	i	i	i	i	i	3
30	COc1cccc(CNC(=O)C2CC(=O)N(c3ccc4c(c3)OCCO4)C2)c1 (configuration not stated)	-5	i	i	-0.6	i	i	i	i	i	i	1
31	CCCCCCCCCCOC(=O)C[N+](C)(C)C/C=C(/C)Cl	24	i	-5.3*	-0.1	i	i	i	i	-5.3*	i	3
32	COc1cccc(OC)c1C(=O)NC(=S)N1CCCCC1c1cccnc1 (configuration not stated)	0	i	i	-0.5	i	i	i	i	i	i	-7
33	COc1cccc(CNn2cnnc2)c1OCc1ccccc1F	1	i	i	-0.6	i	i	i	i	i	i	2
34	O=C(NCN1CCc2ccccc2C1)c1ccccc1	-3	i	i	-0.1	i	i	i	i	i	i	-4
35	Cc1ccc(C)c(N2CCN(S(=O)(=O)c3ccc4c(c3)CCN4C(=O)CCC(=O)O)CC2)c1	9	i	i	0.1	i	i	i	i	i	i	1
36	CCn1cc(C(=O)NCc2ccccn2)c(=O)c2cc(S(=O)(=O)N3CCCCC3)ccc21	0	i	·	-0.3	i	i	·	i	i	·	0
37	CC(C)(C)c1ccc(-n2ncc3c2CCCC3NC(=O)C2=NNC(=O)CC2)cc1 (configuration not stated)	15	i	i	0.0	i	i	i	i	i	i	-9
38	O=C(C#Cc1ccccc1)Nc1cccc(F)c1	4	i	i	-0.9	i	i	i	i	i	i	3
39	COc1ccc(-n2c(N)c(C(=O)NCc3cccnc3)sc2=S)cc1	1	i	i	0.0	i	i	i	i	i	i	-3
40	CC1CCN(C2(O)C(=O)Nc3ccc(Br)cc32)CC1 (configuration not stated)	-2	i	i	-0.7	i	i	i	i	i	i	-1
41	COc1ccc(OC)c(C(=O)c2ccc(C(=O)O)cc2)c1	0	i	i	-1.1	i	i	i	i	i	i	-2
42	O=C(COC(=O)CNC(=O)c1ccc(Cl)cc1Cl)NC1CCCCC1	-1	i	i	0.9	i	i	i	i	i	i	-1
43	Cc1c(NC(=O)C2CC(c3ccc(F)cc3)=NO2)c(=O)n(-c2ccccc2)n1C (configuration not stated)	-3	i	i	-0.3	i	i	i	i	i	i	-18
44	Cn1c(NC(=O)Cc2cccs2)cc(=O)n(C)c1=O	-4	i	i	-0.2	i	i	i	i	i	i	?
45	COC(=O)c1cccc(NC(=S)NCc2ccco2)c1	-2	i	i	0.4	i	i	i	i	i	i	-1
46	CCOc1ccc(NC(=S)N(CCCN2CCOCC2)Cc2cn(C)c3ccccc23)cc1	-4	i	i	-0.2	i	i	i	i	i	i	-1
47	O=C(Nc1nncs1)c1cccnc1Cl	6	i	i	-0.3	i	i	i	i	i	i	4
48	COc1ccc(C2Nc3ccccc3C(=O)N2NS(=O)(=O)c2ccc(C)cc2)cc1OC (configuration not stated)	-4	i	i	1.1	i	i	i	i	i	i	-39
49	CCCCNC(=O)c1nn2cc(Br)cnc2c1Br	-13	i	i	0.2	i	i	i	i	i	i	-5
50	CN(C)S(=O)(=O)c1ccc(C(=O)NCC2(N3CCCCC3)CCCCC2)cc1	-1	i	i	-0.7	i	i	i	i	i	i	-7
51	CCN(c1ccccc1)S(=O)(=O)c1ccc(C(=O)Nc2ccncc2)cc1	-1	i	i	-0.4	i	i	i	i	i	i	-5
52	COC(=O)c1c(-c2c(Cl)cccc2Cl)noc1C(=O)NN	1	i	i	0.1	i	i	i	i	i	i	6
53	CCCCNC(=O)c1ccccc1Cl	2	i	i	0.1	i	i	i	i	i	i	5
54	Cc1ccccc1NC(=O)c1cccc(NC(=O)c2ccco2)c1	11	i	i	0.6	i	i	i	i	i	i	-1
55	COc1ccc(C(=O)NCCc2ccccc2F)cc1OC1CCN(C(C)=O)CC1	-12	i	i	-2.2	i	i	i	i	i	i	-4
56	Cc1ccc(C(=O)CSc2n[nH]c(-c3ccco3)n2)cc1C	9	i	i	-0.5	i	i	i	i	i	i	19

Other entries:
item	Molecule	SKKanGAS inh	TRPC4 block	MrgX1 antag	HIF activator	RGS4 act	RGS4 inh	MrgX1 agonist	TRPC6 activator	TRPC6 inhibitor	MrgX1 PAM	Platelet DG rel
57	COC(=O)c1ccc2c(=O)n(CCN3CCOCC3)c(SCC(=O)C(C)(C)C)nc2c1	-7	i	i	0.0	i	i	i	i	i	i	-3
58	Clc1nn2cnnc2c2ccccc12	-1	i	i	0.4	i	i	i	i	i	i	4
59	CCOCCCNC(=O)C1CCN(C(=O)Nc2ccc(Cl)cc2)CC1	-16	i	i	0.1	i	i	i	i	i	i	3
60	CCOC(=O)C1(Cc2ccc(Cl)cc2)CCN(C(=O)C2CCCO2)CC1 (configuration not stated)	-6	i	i	-0.3	i	i	i	i	i	i	1
61	Oc1ccc(/C=N/N2CCCCC2)cc1O	0	i	i	-0.2	i	i	i	i	i	i	5
62	O=C(NCCN1CCOCC1)c1ccccc1-c1ccccc1	0	i	i	0.5	i	i	i	i	i	i	4
63	O=C(c1ccc(S(=O)(=O)N2CCCCC2)cc1)c1nnc(-c2ccc(Cl)cc2)o1	-4	i	·	-0.1	i	i	·	i	i	·	-4
64	CC(=O)Nc1ccc(S(=O)(=O)N2CCN(C(=O)C3COc4ccccc4O3)CC2)cc1 (configuration not stated)	42	i	i	-0.1	i	i	i	i	i	i	0
65	CC(C(=O)Nc1ccccc1Br)c1ccc([N+](=O)[O-])cc1 (configuration not stated)	3	i	i	-0.1	i	i	i	i	i	i	-2
66	Cn1ccnc1C(=O)c1cccc([N+](=O)[O-])c1	-1	i	i	0.0	i	i	i	i	i	i	-10

Screening results: PubChem, several laboratories
